Screening data (PubChem BioAssay)
MLL CXXC-DNA inh: MLL CXXC-DNA interaction inhibition. 290,000 compounds, 0.037% hits. MLL-CXXC / FITC-HOXA9 DNA fluorescence polarization. Q03164. Potency, µM (top dose mostly 115 µM), without a hit: top-dose activity change, negative = inhibition, actives largely listed as inhibitors; active = well fitted inhibition curve with a large enough effect in the polarisation, with a control signal flat, not every such curve was filed as active; inconclusive = small, poorly fitted or top-dose-only effect, or effect the other way, or a change in a side signal; inactive = no such curve, though single readings can be large or run the other way; the % refers to the polarisation; also: potency is read from the fitted curve at half-maximal effect
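Steps: dispense CXXC domain solution (7 uM) → pin compounds or unlabeled HOX-A9 DNA control → 5 min ambient → add FLSN-HOX-A9 solution (50 nM) → spin → 30 min ambient → fluorescence polarization. Tris pH 7.5/NaCl/DTT/BSA buffer.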
Coupling enz: counter-screen for Giardia aldolase inhibitors: coupling enzyme system. coupling enzyme system counterscreen, AmpLite Red fluorescence. AID 2472. activity change, negative = inhibition, % at 58.2 µM, hits read low. 290,000 compounds, 0.67% hits; in the data active = activity change below about -30%; also: % is scaled to controls: 0 for no effect and ±100 for the full control effect
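Activity here indicates interference with the coupling reaction, not aldolase inhibition. Compounds at 57.5 uM final met coupling enzymes for 10 min at RT; substrate and AmpLite Red detection followed, with a 525/598 nm fluorescence read after 20 min.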
MBNL1-CUG inh: MBNL1-poly(CUG) RNA binding inhibition. Potency, µM (series often up to 57.5 µM), for the others: at the highest dose activity change, negative = inhibition, usual class: inhibitors. 280,000 compounds, 0.036% hits. TR-FRET MBNL1-His/biotin-(CUG)12 binding, 665/545 ratio. Q9NR56. AID 2675; active = well fitted inhibition curve with a large enough effect in the signal ratio, with a control signal flat, not every such curve was filed as active; inconclusive = small, poorly fitted or top-dose-only effect, or effect the other way, or a change in a side signal; inactive = no such curve, though single readings can be large or run the other way; the % refers to the signal ratio; also: potency is read from the fitted curve at half-maximal effect; % is scaled to controls: 0 for no effect and ±100 for the full control effect
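Inhibition of protein-RNA binding appears as loss of TR-FRET between terbium anti-His antibody on MBNL1-His and streptavidin-XL665 on biotin-(CUG)12. Activity is normalized to buffer-only and uninhibited-complex controls.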
GALK inh: inhibitors of human galactokinase | P51570 | Purified GALK, Kinase-Glo residual ATP luminescence | Potency, µM (doses to about 57.5 µM), inactives show at the top dose activity change, negative = inhibition, hits mostly inhibitors | 270,000 compounds, 0.007% hits; also: potency is read from the fitted curve at half-maximal effect; % is scaled to controls: 0 for no effect and ±100 for the full control effect
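GALK at 5 nM final was combined with compound, 35 uM ATP and 100 uM galactose in HEPES pH8.0 with MgCl2 and DTT. The reaction ran one hour at room temperature before luminescent ATP detection.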
a7 integrin act: activators of alpha7 integrin expression for muscular dystrophy; AID 624291; Potency, µM (doses to about 38.3 µM), for inactives: at the highest dose activation, most hits filed as activators; 350,000 compounds, 0.064% hits; alpha7betagal myoblasts, beta-gal FDG fluorescence, 48 h;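 also: potency is read from the fitted curve at half-maximal effect; 100% = response of the positive control SU9516; nearly all actives have a fitted effect of over 60% in size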
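Alpha7betagal+/- myoblasts (passage 13) were plated 16-24 hr, then exposed to compounds (1:260 dilution of DMSO stock) for 48 hours at 37C. After MPER lysis, β-galactosidase reporter activity was read as FDG fluorescence (ex 480/em 540) after 30 minutes.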
AT treatment: potential ataxia-telangiectasia treatment; […] A-T fibroblasts, KAP-1 phosphorylation AlphaLISA; neocarzinostatin DNA damage 30 min before lysis; Potency, µM (top dose mostly 57.5 µM), inactives show at the top dose activation, hits mostly activators; 320,000 compounds, 0.19% hits; also: potency is read from the fitted curve at half-maximal effect; % of control where 0% means no effect; nearly all actives have a fitted effect of over 45% in size
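ATM-like activity read as KAP-1 phosphorylation via AlphaLISA donor/acceptor antibody pairs after lysis and 6 hr at 25C. Cells were ATM-null patient fibroblasts ([…], hTERT), dosed 60 min, then exposed to the DSB inducer NCS for 30 min.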
KCNH2 3.1 block: inhibitors of human KCNH2 3.1 potassium channel isoform. U2OS KCNH2 3.1, thallium flux FluxOr; active compounds read low. 340,000 compounds, 0.95% hits. activity change, % (tested at about 1.8 µM);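 active = maximum activity change below -70%; inconclusive = maximum activity change from -70% to -50%; inactive = maximum activity change above -50%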;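 also: thallium influx rate constant from kinetic fluorescence after stimulation buffer; % is scaled to controls: 0 for no effect and ±100 for the full control effect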
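Virally transduced U2OS (3.1 isoform, 4 h infection in dark at RT) → overnight 37 C → FluxOr + Red40 in HBSS/HEPES, 45 min → stimulation buffer, 2 min kinetic read → rate constant vs DMSO controls.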
KCNH2 WT inh: inhibitors of human wildtype KCNH2 potassium channel; activity change, % at 1.84 µM; Q12809; 340,000 compounds, 0.37% hits; U2OS, BacMam KCNH2, thallium flux FluxOr; active compounds read low; AID 720551;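 active = maximum activity change below -70%; inconclusive = maximum activity change between -70% and -50%; inactive = maximum activity change above -50%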; also: % is scaled to controls: 0 for no effect and ±100 for the full control effect
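U2OS cells were transduced with wild-type KCNH2 virus (2.03 x 10^8 / mL) for 4 h at room temperature, then cultured overnight at 37 C. Thallium flux was read with FluxOr dye. Rate constants were normalized to DMSO controls.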
TRPV1 agonist: human TRPV1 agonism; TRPV1-expressing cells, Fluo-8 calcium influx, agonist mode; 320,000 compounds, 0.19% hits; activation, % at 8.33 µM; AID 540275; in the data active = activation above about 80%; inconclusive = between about 30% and that limit; also: 0% is about no effect
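TRPV1-expressing cells were cultured overnight at 35.5C and loaded with Fluo-8 calcium dye for 40 to 90 min at room temperature. After a 10 s baseline, compound was added and calcium influx was read kinetically for 3 min (ex 480/em 520 nm).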
ASM inhibitor: human S-ASM enzyme inhibition; P17405; placental ASM, HMU-PC fluorogenic substrate, 60 min; Potency, µM (doses to about 57.5 µM), for the others: at the highest dose activity change, negative = inhibition, usual class: inhibitors; 340,000 compounds, 0.006% hits; also: potency is read from the fitted curve at half-maximal effect
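Steps: dispense placental human ASM, pin compound, wait 10 min at room temperature, add HMU-PC0 substrate at 9 uM final, incubate 60 min at 37 °C, add stop solution raising pH to 10, read fluorescence.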
Starred values were filed as active, the others as inactive; ? = inconclusive; / = not tested or not shown; [ ] = another dose, or the depositor's remark. Unless noted, calls follow the shape of the dose curve; as a rule, active = well fitted curve in the direction sought with a large enough effect; inconclusive = small, poorly fitted or top-dose-only effect, or another doubt; inactive = no such curve, though single readings can be large; an effect the other way counts as inactive or inconclusive.

SMILES | MLL CXXC-DNA inh | Coupling enz | MBNL1-CUG inh | GALK inh | a7 integrin act | AT treatment | KCNH2 3.1 block | KCNH2 WT inh | TRPV1 agonist | ASM inhibitor
Cc1cc(Cl)ccc1OCCCC(=O)NNC(=O)c1ccncc1 | / | / | / | / | 10% | 4% | 4 | 9 | 5 | -1%
COc1ccc(/C=N/N(C)C2=NS(=O)(=O)c3ccccc32)cc1 | -15% | 1 | 0% | -2% | -12% | 4% | -17 | -2 | -2 | 415%[activator]
COc1cc(/C=N/N(C)C2=NS(=O)(=O)c3ccccc32)cc(OC)c1OC | ? | -3 | -6% | / | ? | -9% | 4 | -4 | -4 | 6%
Cc1cccc(NC(=O)c2cc([N+](=O)[O-])ccc2N2CCN(C)CC2)c1 | 1% | -2 | ? | -2% | -19% | 0% | -40 | 4 | 4 | -4%
O=C(CSc1nc(O)cc(=O)[nH]1)N1CCOCC1 | 26% | -4 | -2% | -4% | 1% | 2% | -6 | -9 | 0 | 6%
Cn1cnc2nc[nH]c2c1=O | / | / | / | / | 19% | / | -1 | -6 | / | -3%
CCN(C(=O)CSc1nc(C)c(C)c(C)n1)C1CCS(=O)(=O)C1 (configuration not stated) | / | / | / | / | -13% | 4% | -5 | 7 | / | 1%
CCOC(=O)c1c(C)c(C(=O)Nc2ccc3c(c2)OCCO3)c(C)n1CC | -5% | -7 | 8% | -1% | -24% | -9% | 19 | -11 | ? | -2%
O=C(CC1S/C(=N/N=C/c2cccs2)NC1=O)Nc1ccc(Cl)c(Cl)c1 (configuration not stated) | 2% | -2 | 11% | -2% | 22% | -2% | -22 | 7 | 2 | -6%
Cn1c(=O)n(CCc2ccccc2)c(=O)c2c1nc1n2CCCN1c1ccccc1 | 5% | 2 | 5% | 1% | 5% | / | 4 | -13 | 5 | 2%
O=C(COc1ccc(Cl)cc1Cl)NN1C(=O)/C(=C\c2ccc(Cl)cc2)SC1=S | -2% | 1 | -3% | 6% | -29% | 0% | -2 | -7 | 3 | -11%
COc1ccccc1-n1c(SCC(=O)Nc2cccc(C)c2)nc2c(c1=O)SCC2 | 10% | -6 | 20% | 1% | 0% | 1% | -3 | 6 | / | 0%

Six of the compounds above, comma-delimited:
mol,MLL CXXC-DNA inh,Coupling enz,MBNL1-CUG inh,GALK inh,a7 integrin act,AT treatment,KCNH2 3.1 block,KCNH2 WT inh,TRPV1 agonist,ASM inhibitor
Cc1cc(Cl)ccc1OCCCC(=O)NNC(=O)c1ccncc1,/,/,/,/,10%,4%,4,9,5,-1%
COc1ccc(/C=N/N(C)C2=NS(=O)(=O)c3ccccc32)cc1,-15%,1,0%,-2%,-12%,4%,-17,-2,-2,415%[activator]
COc1cc(/C=N/N(C)C2=NS(=O)(=O)c3ccccc32)cc(OC)c1OC,?,-3,-6%,/,?,-9%,4,-4,-4,6%
Cc1cccc(NC(=O)c2cc([N+](=O)[O-])ccc2N2CCN(C)CC2)c1,1%,-2,?,-2%,-19%,0%,-40,4,4,-4%
O=C(CSc1nc(O)cc(=O)[nH]1)N1CCOCC1,26%,-4,-2%,-4%,1%,2%,-6,-9,0,6%
Cn1cnc2nc[nH]c2c1=O,/,/,/,/,19%,/,-1,-6,/,-3%

Following part.
SMILES | MLL CXXC-DNA inh | Coupling enz | MBNL1-CUG inh | GALK inh | a7 integrin act | AT treatment | KCNH2 3.1 block | KCNH2 WT inh | TRPV1 agonist | ASM inhibitor
COc1ccc(Cc2c(O)nc[nH]c2=O)cc1 | 8% | 0 | -2% | 0% | 23% | -1% | 10 | 8 | -8 | -1%
CCS(=O)(=O)N1CCC(C(=O)Nc2cccc(C(C)=O)c2)CC1 | 6% | 3 | -7% | 1% | 5% | 1% | 0 | -3 | -1 | 3%
COC(=O)COc1cccc2c(=O)n(CC(=O)NCCc3ccccc3)ccc12 | 7% | 2 | 108%[activator] | / | 2% | -5% | 3 | 1 | 2 | -1%
O=C(CSc1nnnn1-c1ccc(F)cc1)Nc1nc2ccccc2s1 | -2% | 3 | 11% | 2% | 8% | -1% | 1 | -4 | 2 | 4%
O=C(NC1CCCCC1)C1CCCN(S(=O)(=O)c2cccs2)C1 (configuration not stated) | 1% | 1 | -12% | 2% | 1% | 0% | -2 | -1 | -1 | 2%
O=C(Nc1ccnn1C1CCN(Cc2cc(Cl)ccc2O)CC1)c1cccnc1 | 0% | -1 | -10% | 1% | -16% | -1% | -6 | 0 | 2 | 2%
CCOC(=O)C(Cc1ccccc1)NC(=O)CCc1nnc2ccc(N3CCCC3)nn12 (configuration not stated) | 8% | 3 | -1% | 0% | 5% | -4% | -11 | 3 | 0 | 1%
CC1CCCC(NC(=O)COC(=O)COc2ccc(C#N)cc2)C1C (configuration not stated) | / | / | / | / | -1% | 6% | 7 | 1 | / | -1%
COc1cc(NC(=S)Nc2ccc(Br)cc2Cl)c(OC)cc1Cl | -7% | -3 | ? | 0% | 2% | 0% | -10 | -7 | 5 | -6%
CCCOc1ccccc1NS(=O)(=O)c1ccc2[nH]c(=O)[nH]c2c1 | 9% | -5 | -1% | 9% | 3% | 2% | -4 | 8 | 0 | -2%
Nc1cc(-c2ccc(Br)cc2)nn1Cc1ccccc1 | 47%[activator] | -2 | -2% | 1% | 8% | 1% | -24 | -8 | -1 | -7%
CC(NC(N)=O)C12CC3CC(CC(C3)C1)C2 (configuration not stated) | -1% | 1 | -2% | 1% | 2% | 1% | -10 | -6 | -1 | 3%
CC(=O)c1cccc(NC(=O)c2ccc(C(=O)Nc3cccc(C(C)=O)c3)nc2)c1 | 5% | 2 | -10% | 3% | 7% | 4% | -3 | -2 | -2 | 6%
COc1cc(C(C)=O)ccc1Oc1ncnc2c1cnn2-c1ccccc1 | 1% | 0 | / | 0% | 18% | 2% | -1 | 8 | 0 | 3%
CC(C)CN(C(=O)COC(=O)C(C)N1C(=O)c2ccccc2C1=O)c1c(N)n(Cc2ccccc2)c(=O)[nH]c1=O (configuration not stated) | / | / | / | / | -31% | 0% | 2 | 0 | 0 | -2%
Cc1ccc(S(=O)(=O)NCC(=O)NCC(=O)N2CCN(c3ncccn3)CC2)cc1C | 24% | 1 | 3% | -3% | 6% | ? | 7 | -1 | 6 | 5%
O=c1[nH]c2ccccc2nc1Cc1ccc(Cl)cc1 | 22% | 2 | -1% | 1% | ? | 1% | -14 | 6 | 13 | 11%
COC(=O)/C=c1/sc2n(c1=O)CCN=2 | 3% | 2 | ? | 1% | -14% | -2% | -8 | 20 | -2 | -1%
CCN(CC)S(=O)(=O)c1cccc(C(=O)/C=C2/N(C)c3ccccc3C2(C)C)c1 | 1% | -8 | / | -2% | -42% | 1% | / | -11 | 6 | 88%[activator]
CC(=O)Nc1nc(C)c(Oc2cccc(C(F)(F)F)c2)c(=O)[nH]1 | 5% | -1 | / | 2% | -2% | -2% | -1 | 28 | 5 | 1%
CC(NC(=O)Cn1nc(-c2ccccc2)ccc1=O)c1ccccc1 (configuration not stated) | -19% | 1 | ? | 2% | -13% | -8% | -3 | 3 | 4 | 0%
CCOc1ccc(NC(=O)CCC(=O)Oc2ccc(C)cc2)cc1 | -3% | 0 | -7% | / | -4% | 6% | -10 | 0 | 5 | 0%
O=C(NNC(=O)c1ccc(Br)o1)c1ccc(NC(=O)c2ccccc2)cc1 | -3% | 4 | -6% | 0% | -7% | 2% | 2 | 16 | -2 | -1%
CCN(CC)c1ccc(/C=N/Nc2nc3ccccc3[nH]2)cc1 | 5% | -2 | 10% | 1% | 7% | -4% | -23 | / | -1 | 78%[activator]
Cc1cc2ccccn2c1C(=O)c1ccc(N/N=C/c2ccc(C(=O)O)cc2)c([N+](=O)[O-])c1 | -27% | 6 | 6% | -2% | 16% | -1% | 0 | -5 | 1 | -7%
COc1cc(CNc2ncc(-c3ccc(Br)cc3)n2C)cc(OC)c1O | 25% | -5 | -7% | 1% | -2% | -5% | 6 | 14 | -4 | -1%
COc1ccc(Cl)cc1NC(=O)CN(C)C(=O)c1cn(-c2ccccc2)nc1-c1cccnc1 | / | / | / | / | -11% | 0% | -37 | 3 | 6 | -3%
CC(C)(C)c1ccc(S(=O)(=O)N2CCC(O)(c3ccc(Cl)cc3)CC2)cc1 | 1% | 3 | 14% | 1% | -22% | 2% | -5 | 19 | 5 | -9%
Cc1ccc(NC(=S)NNC(=O)C2CC2c2ccc(C)cc2)cc1 (configuration not stated) | -2% | 2 | -10% | -4% | 11%[7.66 µM] | 2% | -16 | 40 | 5 | -10%

Not a hit list; any-hit rate near 2%.
